STK33 inh – blocks human STK33 kinase activity; purified STK33, MBP phosphorylation, ADP-Glo luminescence; inhibition, % at 10 µM; hit rate 0.073% among 320,000; AID 2661;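 active means inhibition at or above 25%, using the most active replicate where run in duplicate; inactive means inhibition below 25%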
Target sequence (Q9BYT3 whole entry, looked up): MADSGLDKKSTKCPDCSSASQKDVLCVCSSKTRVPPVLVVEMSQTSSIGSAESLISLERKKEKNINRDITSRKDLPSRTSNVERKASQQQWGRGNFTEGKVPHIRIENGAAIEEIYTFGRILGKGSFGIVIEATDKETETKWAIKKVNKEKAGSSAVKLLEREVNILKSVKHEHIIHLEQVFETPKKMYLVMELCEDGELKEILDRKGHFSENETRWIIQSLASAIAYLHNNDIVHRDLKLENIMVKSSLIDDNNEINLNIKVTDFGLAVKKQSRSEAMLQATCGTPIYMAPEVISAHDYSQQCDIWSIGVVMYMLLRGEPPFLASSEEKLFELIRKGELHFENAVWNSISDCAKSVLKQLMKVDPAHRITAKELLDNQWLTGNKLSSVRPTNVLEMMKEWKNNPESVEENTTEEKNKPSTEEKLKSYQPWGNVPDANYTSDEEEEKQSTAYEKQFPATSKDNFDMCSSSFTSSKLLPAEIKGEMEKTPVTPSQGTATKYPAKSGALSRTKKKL
OX1R FRET antag – OX1R (human) antagonism | O43613 | OX1R-expressing cells, FRET antagonist read-out | inhibition, % at 6.6 µM | hit rate 1.8% among 330,000; in the data active means inhibition mostly above about 38%, no sharp cut-off; inactive means mostly below about 40%;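 further: 0% = agonist challenge alone and 100% = reference antagonist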
Target sequence (O43613 whole entry, looked up): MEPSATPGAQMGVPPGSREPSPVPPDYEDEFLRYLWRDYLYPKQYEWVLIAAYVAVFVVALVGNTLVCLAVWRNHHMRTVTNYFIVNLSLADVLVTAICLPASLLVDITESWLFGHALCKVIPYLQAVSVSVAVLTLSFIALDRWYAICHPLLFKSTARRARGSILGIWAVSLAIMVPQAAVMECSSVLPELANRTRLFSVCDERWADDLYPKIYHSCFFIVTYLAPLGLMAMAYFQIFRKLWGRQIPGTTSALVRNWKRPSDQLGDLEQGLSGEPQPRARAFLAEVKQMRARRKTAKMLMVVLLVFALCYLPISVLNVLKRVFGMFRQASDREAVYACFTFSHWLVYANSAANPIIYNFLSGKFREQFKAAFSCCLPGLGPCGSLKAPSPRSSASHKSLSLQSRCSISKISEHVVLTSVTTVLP
Numbers without * were called inactive; · = no result given.

OX1R FRET antag	STK33 inh	structure
4.2	0.1	O=S1(=O)CCOC[C@H](Cc2ccccc2)N1Cc1ccccc1
5.3	0.5	CN(CCC1CCOCC1)C(=O)C1CCC(=O)N(CCc2ccc(Cl)cc2)C1 (stereo not drawn)
19.2	-0.5	C[C@H]1O[C@@H](n2cc(F)c(=O)[nH]c2=O)[C@H](O)[C@@H]1O
13.6	0.1	CN(C)CCCN1C(=O)C2CCc3[nH]c4ccccc4c3C2C1=O (stereo not drawn)
13.5	-2.2	Cc1nn(C)cc1CNC(=O)c1ccc(Br)o1
16.7	-2.0	CCc1ccc(/C=C2\Oc3ccc(C(=O)OC)cc3C2=O)cc1
48.0	-0.8	CN1OC(Cn2cc(C#N)c(=O)n(C)c2=O)CC1c1ccccc1 (stereo not drawn)
5.7	-0.3	C[C@@H]1COC(=O)[C@H](CC(=O)OC(C)(C)C)C/C=C\C[C@@H](CC(=O)NCCO)C(=O)N1
11.5	-0.8	OCCC1CN(Cc2cccc(C(F)(F)F)c2)CCN1Cc1ccccc1 (stereo not drawn)
29.7	-0.8	COC(=O)CCC(=O)Nc1cc(Cl)cc(Cl)c1
11.6	0.6	CCOC(=O)c1csc(NC(=O)c2ccccc2)n1
8.8	0.6	COc1ccc(NC(=O)COC(=O)CC2CCCC2)cc1Cl
5.0	-0.1	O=C(NCCCc1nc2ccccc2[nH]1)c1ccco1
7.0	0.8	COc1cc(OC)cc(C(=O)NCC(=O)OC2CCOC2=O)c1 (stereo not drawn)
4.6	0.2	COc1ccc(NS(=O)(=O)c2ccc(NS(C)(=O)=O)cc2)cc1
2.4	-1.3	CC(OC(=O)Cn1ccccc1=O)C(=O)Nc1cc(Cl)cc(Cl)c1 (stereo not drawn)
-0.5	·	Cc1noc(C)c1NC(=O)N(C)C[C@H]1Oc2ccc(NC(=O)c3ccncc3)cc2C(=O)N([C@H](C)CO)C[C@@H]1C
7.4	-0.7	O=C1NCCCC1C(=O)N1CCN(C(c2ccccc2)c2ccccc2)CC1 (stereo not drawn)
21.9	-0.1	Cc1nc(NC(=O)C2CCCCC2)sc1C
3.8	-1.5	O=C(Cn1c(=O)oc2ccccc21)Nc1ccc(Br)cc1
27.1	-1.0	CSc1nc(=S)n(-c2ccc([N+](=O)[O-])cc2)c(C)c1C(C)=O
20.3	1.7	COc1ccccc1CNC(=O)C1CC2Cn3c(nc4cc(Cl)c(Cl)cc43)C2N1C (stereo not drawn)
30.9	0.6	COCCn1c(=NC(=O)c2ccccc2[N+](=O)[O-])sc2cc(S(C)(=O)=O)ccc21
12.2	0.3	C=CCn1c(SCC(=O)Nc2cc(Cl)ccc2C(=O)O)nc2sc(C)c(C)c2c1=O
10.0	-2.3	CC(C)NC(=O)N(C)C[C@H]1Oc2ccc(NC(=O)C3CC3)cc2C(=O)N([C@H](C)CO)C[C@@H]1C
9.2	-0.6	C/C=C(/C)C(=O)Nc1cccc(C2=NOC3(C2)C[C@H](C(N)=O)N(C(=O)COc2ccc(Cl)cc2)C3)c1 (stereo partly drawn)
7.4	-0.6	COc1ccc(CCNS(=O)(=O)c2cn(C)c(=O)n(C)c2=O)cc1OC
4.5	-0.9	O=C(Cc1ccccc1)NNS(=O)(=O)c1ccccc1[N+](=O)[O-]
2.0	-1.1	CCOC(=O)/C(=N\NC(=O)c1ccccc1)c1ccccc1
3.7	3.5	O=C(Cc1ccccc1)Nc1ccc2[nH]ncc2c1
10.3	-0.4	Cc1ccc(S(=O)(=O)N(C)CC(=O)N2CCOCC2)cc1
1.6	0.0	CCOc1ccc(NS(=O)(=O)c2cc(C(=O)N3CCN(C(C)=O)CC3)ccc2Cl)cc1
16.1	-1.3	O=C(CSc1ncn[nH]1)NCc1ccccc1
28.9	-0.8	COc1ccccc1/C=C/C=N/NC(=O)CCC1C(=O)NN=C1C (stereo not drawn)
2.0	-0.6	Cc1ccc(S(=O)(=O)N2CCCC2C(=O)OCc2ccco2)cc1 (stereo not drawn)
8.4	·	COC(=O)[C@]1(C)N[C@H](CN(C)S(=O)(=O)c2ccc(C(F)(F)F)cc2)[C@@H]2C(=O)N(C)C(=O)[C@@H]21
5.5	-0.4	COC(=O)C(C)n1cnc2c(nnn2-c2ccccc2)c1=O (stereo not drawn)
13.5	-1.1	O=C(O)Cn1c(=O)c2c(c3ccccc31)CCC2
36.1	-2.5	Cc1[nH]c2ccccc2c1C(=O)/C=C/c1ccccc1Cl
53.0	-0.4	Cc1nn(C)cc1C1C(C#N)=C(N)N(c2ccc(F)c([N+](=O)[O-])c2)C2=C1C(=O)CCC2 (stereo not drawn)
20.1	-1.1	O=S(=O)(NCCCN1CCOCC1)c1ccc2ccccc2c1
23.0	-0.1	CCN1C(=O)c2cccc3c(NC(=O)c4ccc(S(=O)(=O)N(C)C)cc4)ccc1c23
21.5	0.2	COCCCNC(=S)N1CCC(NC(=O)c2ccco2)CC1
18.2	-0.5	CCOC(=O)N1CCN(C(=O)CN(c2cccc(C)c2)S(=O)(=O)c2ccccc2)CC1
22.8	-1.0	CN1C(=O)NC(c2cccc(O)c2)C(C(=O)c2cccs2)C1(O)C(F)(F)F (stereo not drawn)
16.2	-1.1	FC(F)(F)c1cccc(N2CCN(c3ccc4nnc(-c5ccccc5)n4n3)CC2)c1
10.4	-0.4	CC1CCCCN1S(=O)(=O)c1ccc(NC(=O)c2cccs2)cc1 (stereo not drawn)
14.6	1.1	O=C(O)C1Cc2c([nH]c3ccccc23)C(c2ccc3c(c2)OCO3)N1 (stereo not drawn)
21.6	-0.9	Cn1c(SCC(=O)Nc2cccc(F)c2)nc2c(c1=O)SCC2
11.9	-0.9	Cc1cc(C)cc(N(CC(=O)NCc2cccnc2)S(C)(=O)=O)c1
2.7	0.4	CCN(CCO)Cc1cc(=O)oc2cc3c(cc12)CCC3
2.6	1.2	Cc1ccccc1-c1nc(CN2CCCC(C(=O)NCCCN3CCOCC3)C2)c(C)o1 (stereo not drawn)
10.0	-2.0	COc1ccc(C2=NO[C@@H]3C(=O)N(Cc4ccccc4)C(=O)[C@H]23)cc1OC
21.8	-2.0	CCOc1ccccc1N(CC)C(=O)c1ccc2c(=O)n3c(nc2c1)CCCCC3
5.5	0.0	COc1ccc(CCN2CC(C(=O)N3CCC(O)(c4ccccc4)CC3)CCC2=O)cc1 (stereo not drawn)
11.4	-2.9	O=C(C[C@H]1C/C=C\CC[C@@H](Cc2ccc(F)cc2)C(=O)OC[C@H]2CCCN2C1=O)N[C@@H](CO)Cc1ccccc1
8.1	-0.9	Cc1ccc(NC(=O)c2c3c(nc4ccccc24)CCC3)cc1S(=O)(=O)N(C)C
26.2	-1.0	COc1ccc(CC(=O)O/N=C(\N)c2ccc(Br)cc2)cc1OC
-11.0	0.1	O=C(CN1CCOCC1)Nc1nc(-c2ccccc2)cs1
28.9	29.3*	COc1ccc(C2=CC3=C(Br)C(=O)C(C)(O)C(=O)C3=CO2)cc1 (stereo not drawn)

Next section:
OX1R FRET antag	STK33 inh	structure
-7.0	0.0	CCOc1ccc(N/C(N)=N/c2nc(C)c(C)c(=O)[nH]2)cc1
6.0	-1.6	Cc1nc(-c2ccc(C#N)cc2)cs1
3.0	-2.4	O=C(Nc1ccccc1N1CCCCC1)c1ncoc1-c1cccc(F)c1
48.1	-1.6	CCOc1ccc(NC(=O)C2CCN(S(=O)(=O)c3cccs3)CC2)cc1
18.4	-0.5	CC(=O)Oc1ccc2c(=O)c(Oc3ccccc3)coc2c1OC(C)=O
2.8	-1.3	Cc1cc(C)n2c(SCC(=O)Nc3ccccc3C#N)nnc2n1
11.3	-0.8	CC(C)n1ncc2c(C(=O)NCCOc3ccccc3F)cc(C3CC3)nc21
1.9	7.5	O=C(Cc1nc2ccccc2s1)c1ccc(O)cc1O
·	-1.9	CC(C)(C)c1ccc(S(=O)(=O)Nc2ccc(C(=O)N3CCCC3)cc2)cc1
14.3	-1.0	Cn1c(=O)n(CC(=O)NC2CCCCC2)c(=O)c2ccccc21
-2.6	-1.2	COC(=O)Cn1c2c(c3cc(C)ccc31)CCCC2NC(C)c1ccccc1 (stereo not drawn)
28.1	-1.0	CCOC(=O)c1sc(NC(=S)NC(=O)c2ccco2)nc1C
4.6	-0.4	COc1cc(OC)cc(-n2nnnc2SCC(=O)Nc2ccc(C(C)=O)cc2)c1
12.6	-1.8	O=c1ccnc(SCCC(F)=C(F)F)[nH]1
11.2	-0.6	CNC(=O)/C=C/c1cc(C(=O)c2ccc(Cl)cc2Cl)cn1C
9.3	-0.2	Cc1cc(C)c(C)c(S(=O)(=O)N2CCC(C(=O)OCC(=O)NC3CCS(=O)(=O)C3)CC2)c1C (stereo not drawn)
18.6	-0.1	COCCCNC(=S)N/N=C/c1ccc2c(c1)OCO2
32.0	1.3	Cc1ccc2cccc(OCC(=O)c3cc(C)n(Cc4ccco4)c3C)c2n1
20.8	-0.5	C=CCNC(=S)NC(=O)c1oc2ccccc2c1C
23.0	1.5	O=C(CCCCCn1nnc2ccccc2c1=O)Nc1ccccc1F
4.8	-0.6	Cc1ccc(-c2nc3sc4c(c3c(=O)n2N)CC(C)(C)OC4)cc1
55.0	-0.1	C/C(=N\OCc1nc2ccccc2c(=O)n1/N=C/c1cc([N+](=O)[O-])ccc1O)c1ccccc1
-7.8	-0.9	CNC(=O)CC1C(=O)N(c2ccc(F)cc2)C(=S)N1NC(=O)c1ccc(Br)cc1 (stereo not drawn)
7.5	0.1	O=C(NCc1cccs1)C1CCCN(c2nc3ccccc3o2)C1 (stereo not drawn)
2.7	1.8	CCN(CC(=O)NCc1cccs1)C(=O)c1cccc(Cl)c1
14.7	-1.5	COc1cccc(OCCCn2cc(/C=C3/C(=N)N4C=C(C)SC4=NC3=O)c3ccccc32)c1
5.6	-2.9	COc1cc(/C=C2/C(=N)N3C=CSC3=NC2=O)ccc1OCCOc1ccc(NC(C)=O)cc1
22.0	-1.0	O=C(CCc1nc2ccccc2c(=O)[nH]1)N1CCCc2ccccc21
3.0	-0.3	O=C(O)/C(=C\c1cn(-c2ccccc2)nc1-c1cccnc1)NC(=O)c1ccccc1
1.7	1.9	C=C(C)C(=O)Nc1ccc(NC(C)C)cc1

Pulled by compound from the list above (7):
OX1R FRET antag	STK33 inh	structure
-2.6	-1.2	COC(=O)Cn1c2c(c3cc(C)ccc31)CCCC2NC(C)c1ccccc1 (stereo not drawn)
4.8	-0.6	Cc1ccc(-c2nc3sc4c(c3c(=O)n2N)CC(C)(C)OC4)cc1
1.9	7.5	O=C(Cc1nc2ccccc2s1)c1ccc(O)cc1O
18.6	-0.1	COCCCNC(=S)N/N=C/c1ccc2c(c1)OCO2
20.8	-0.5	C=CCNC(=S)NC(=O)c1oc2ccccc2c1C
2.7	1.8	CCN(CC(=O)NCc1cccs1)C(=O)c1cccc(Cl)c1
4.6	-0.4	COc1cc(OC)cc(-n2nnnc2SCC(=O)Nc2ccc(C(C)=O)cc2)c1

(list continues)
OX1R FRET antag	STK33 inh	structure
13.1	0.2	Cc1cc(N2CCOCC2)ncc1[N+](=O)[O-]
2.4	-0.8	COc1cc(CC(=O)NNC(=O)c2cccs2)cc(OC)c1OC
7.3	-0.2	CCOC(=O)c1c(S(=O)(=O)Nc2cccc(-c3ccno3)c2)c(C)n(C)c1C
13.9	0.7	Cc1ccc(-c2ccnc(=S)[nH]2)cc1
7.5	-0.2	O=C(Nc1ccc(F)cc1)N1CCN(C/C=C/c2ccccc2)CC1
1.9	-0.4	Cc1cc(C)n2nc(C(=O)OCC(=O)Nc3ccc4c(c3)OCCO4)nc2n1
22.4	-1.7	Cc1ccsc1C1Nc2ccccc2-c2nc3ccccc3n21 (stereo not drawn)
4.3	2.0	COc1cccc(N2CCN(Cc3ccsc3)CC2)c1
4.3	-1.2	O=C(OCc1cncs1)c1ccccc1
6.6	-1.8	CC(=O)NCc1cc(-c2ccc(Cl)cc2)no1
·	-0.8	COc1ccc2ccccc2c1/C=N\NC(=O)c1ccc(C)s1
11.7	-0.4	CC(=O)N1CC(C)Oc2ccc(S(=O)(=O)NC(CC(=O)O)c3ccccc3C)cc21 (stereo not drawn)
5.8	0.8	CCC(=O)Nc1ccc2c(c1)ncn2CCc1ccccc1
27.7	-1.6	Cc1cc(C)n(C(=O)COc2c(C)cccc2C)n1
11.1	1.0	CCCC1=Nc2cc(C(=O)N3CCCC3)ccc2Sc2ccc(C)cc21
31.9	0.6	Cc1nc(NC(=O)c2cc3c(s2)CCCCC3)sc1C(=O)N(C)C
18.2	0.9	O=C(CSc1nncn1-c1cccnc1)Nc1ccccc1C(F)(F)F
31.5	-0.9	CCOc1ccc(NC(=O)Cn2nnc(-c3ccccc3NC(=O)CC)n2)cc1
9.2	·	COc1ccc(OCCC(=O)OCC(=O)NCc2ccccc2)cc1
6.7	-0.5	O=C(c1ccc(S(=O)(=O)N2CCOCC2)cc1)N1CCN(c2ccccc2)CC1
10.7	0.1	CC(C)C(c1nnnn1CCc1ccccc1)N1CCSCC1 (stereo not drawn)
35.3	-1.7	Cc1c(-n2c(SCC(=O)NC(C)C(C)C)nc3ccccc3c2=O)c(=O)n(-c2ccccc2)n1C (stereo not drawn)
4.0	-1.0	CCOC(=O)CSc1snnc1C
19.3	-1.6	Cc1cccc(C(=O)NCC(=O)NCC2COc3ccccc3O2)c1 (stereo not drawn)
14.6	-0.9	COc1cc(Cl)ccc1NC(=O)COc1ccccc1C(=O)NN
-5.7	-0.5	COc1ccc(CCC(=O)NNC(=O)c2ccc(F)cc2)cc1
6.5	-1.2	CC(=O)Nc1ccccc1C(=O)N1CCc2ccccc21
3.7	-0.4	CCOc1ccc(-c2nc(S(=O)(=O)c3ccccc3)c(N3CCOCC3)o2)cc1
36.0	-0.7	O=S(=O)(Cc1ccccc1)N(O)c1ccccc1

3 entries from above, as labelled records.
CC(=O)NCc1cc(-c2ccc(Cl)cc2)no1
  OX1R FRET antag: 6.6; STK33 inh: -1.8

CC(C)C(c1nnnn1CCc1ccccc1)N1CCSCC1 (stereo not drawn)
  OX1R FRET antag: 10.7; STK33 inh: 0.1

COc1ccc(CCC(=O)NNC(=O)c2ccc(F)cc2)cc1
  OX1R FRET antag: -5.7; STK33 inh: -0.5

Assay outcomes: PubChem, several laboratories
